SIRT5 inh = SIRT5 desuccinylase inhibitors, primary screen, biochemical, fluorescence imaging, single point, set 5 | Purified SirT5, succinyl-peptide AMC, trypsin-coupled fluorescence | inhibition, % at 15 µM | 330,000 tested, 1.1% active | AID 652115, 2013; in the data active = inhibition above about 15%
Target sequence (Q9NXA8 whole entry, looked up): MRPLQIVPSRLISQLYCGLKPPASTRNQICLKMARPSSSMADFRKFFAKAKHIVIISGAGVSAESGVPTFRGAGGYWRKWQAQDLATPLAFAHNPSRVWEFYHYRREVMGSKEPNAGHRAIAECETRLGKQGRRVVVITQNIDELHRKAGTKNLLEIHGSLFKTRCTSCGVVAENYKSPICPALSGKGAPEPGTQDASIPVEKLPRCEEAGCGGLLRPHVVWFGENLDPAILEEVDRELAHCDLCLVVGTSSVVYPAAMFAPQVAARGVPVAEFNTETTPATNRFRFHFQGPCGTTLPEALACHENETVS
ERp5 block = inhibitors of ERp5-driven insulin aggregation, primary screen, biochemical, turbidity, absorbance 650 nm, single point. 90 min. inhibition, % at 9.99 µM. 350,000 tested, 0.05% active;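 active = mean replicate inhibition above about 25%, with every replicate also reaching it, limit read from the data, passing the limit was not always enough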
Target sequence (Q15084 whole entry, looked up): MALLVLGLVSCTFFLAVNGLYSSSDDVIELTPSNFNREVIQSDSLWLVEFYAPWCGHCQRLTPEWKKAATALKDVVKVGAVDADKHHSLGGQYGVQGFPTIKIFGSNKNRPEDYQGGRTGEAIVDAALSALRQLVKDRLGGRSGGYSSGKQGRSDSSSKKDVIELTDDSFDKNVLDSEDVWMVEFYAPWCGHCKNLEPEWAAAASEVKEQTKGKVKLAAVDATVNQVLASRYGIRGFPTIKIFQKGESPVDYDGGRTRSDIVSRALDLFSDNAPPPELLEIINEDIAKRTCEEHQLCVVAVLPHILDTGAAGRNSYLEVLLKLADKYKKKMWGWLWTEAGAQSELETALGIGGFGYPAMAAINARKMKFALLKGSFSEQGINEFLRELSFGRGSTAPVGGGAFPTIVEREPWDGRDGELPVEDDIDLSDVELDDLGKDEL
esBAF inh = Bmi1 luciferase reporter increase in mESCs, primary screen, esBAF inhibitor project, mouse ES cells, Bmi1 luciferase knock-in, single point. 24 h; 100% = twice the neutral-well signal. reporter increase, % at 12.5 µM. 350,000 tested, 2% active; in the data active = activation above about 40%;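 also: 0% = median of the plate's neutral control wells and 100% = double that signal; a rise in the Bmi1 reporter signal indicates esBAF inhibition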
ARNT-TACC3 inh = disruptors of ARNT/TACC3 protein interaction, primary screen, biochemical, AlphaScreen, single concentration; Transforming acidic coiled-coil-containing protein 3 (Homo sapiens), Q9Y6A5; AlphaScreen His-ARNT PAS-B/GST-TACC3 binding, luminescence; TACC3 fragment carries E629A point mutation; inhibition, % at 9.99 µM; 390,000 tested, 0.66% active; AID 623870, 2012;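 active = mean inhibition of replicates at least 50% and at least half of replicates each reaching 50%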;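 also: 0% = complete ARNT plus TACC3 wells and 100% = ARNT alone without TACC3; many hits fall short of the cut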
Cneo AK release = Cryptococcus neoformans cell lysis inducers, primary screen, AK release luminescence, single concentration. 360,000 tested, 0.2% active. AID 651654, 2012. C. neoformans lysis, adenylate kinase release luminescence, 4 h; normalised: neutral wells 0, clomiphene wells 100. lysis activity, % at 15 µM;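 active = mean lysis activity across replicates of at least 80%, whatever share of replicates individually reach that level; inactive = mean lysis activity below 80%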
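Assay system: C. neoformans cells. Amount: yeast cell density of 5 × 10^6 cells/mL. Technique: AK luminescence. Buffer or medium: YPD. Times: static 4 h at 37 °C with compound, 1 h detection. Dosing: single-point compound dose. Read-out: lysis from increased AK signal.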
miR122 inh = miR-122 Renilla sensor signal increase in Huh7, primary screen, miR-122 inhibitor project, cell-based, single point, plate reader. Huh7 miR-122 Renilla luciferase sensor, 48 h; neutral wells = 0, positive control = 100. activation (reporter increase), % at 12.5 µM. 340,000 tested, 0.3% active. AID 602342, 2012;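 active = mean replicate activation score at least 90 and every replicate individually at or above 90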;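 also: higher luciferase means less miR-122 activity so hits act as miR-122 inhibitors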
Statin myotox sup = suppressors of statin myotoxicity in C2C12 myotubes, primary screen, cell-based, single point, plate reader | rescue of ATP level, % at 7.49 µM | 330,000 tested, 0.78% active | C2C12 myotubes + simvastatin, ATP luminescence, 48 h; scaled: DMSO 0, geranylgeraniol control 100 | AID 602340, 2012;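 active = mean ATP rescue above about 67%, or every replicate alone reaching that limit, limit read from the data, passing the limit was not always enough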;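 also: myotubes were challenged with 10 µM simvastatin during compound exposure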
* = called active by the depositor; · = no result given; & = joins results of further samples; [ ] = dose if it differs, or a comment.

SMILES	SIRT5 inh	ERp5 block	esBAF inh	ARNT-TACC3 inh	Cneo AK release	miR122 inh	Statin myotox sup
CC(C)(O)C(=O)NN(C(=O)c1ccccc1)c1ccc2ccccc2c1	·	·	11	0	0	-4	19
O=C1SC(SC(=Nc2ccccc2)Nc2ccccc2)C(=O)N1c1ccccc1 (stereo not drawn)	-2	4	·	-2&-1	·	-1	·
CCNC(=O)COC(=O)/C=C/c1cccc([N+](=O)[O-])c1	1	6	·	-4	·	·	·
O=C(C[C@H]1CC[C@@H](NS(=O)(=O)c2ccc(F)cc2)[C@H](CO)O1)NCCN1CCCCC1	-2	-5	-4	·	-5	·	1
C=CCN1CC(C)/C(=N\O)CC1C (stereo not drawn)	-3	-2	1	-7	·	·	3
COc1ccc(NC(=O)N(C)C[C@@H]2Oc3ncc(C#Cc4ccc(C(F)(F)F)cc4)cc3C(=O)N([C@H](C)CO)C[C@@H]2C)cc1	1	6	-1	12	-1	-14[16.7 µM]	26
c1ccc2c(c1)nnn2Cn1nnc2ccccc21	8	-6	4	·	3	-5	8
CNC[C@@H]1Oc2c(NC(=O)Nc3cccc4ccccc34)cccc2C(=O)N([C@@H](C)CO)C[C@H]1C	-1	4	3	-4	-1	-9[16.7 µM]	-6
C[C@H](CO)N1C[C@H](C)[C@H](CN(C)Cc2ccncc2)Oc2cc(C3=CCCCC3)ccc2S1(=O)=O	10	7	-2	7	-3	-2[16.7 µM]	-28
CC(C)c1ccc(CNCCCSc2ncccn2)cc1	0	0	-4	-2	1	0	17
CCOC(=O)c1sc(=S)n(-c2ccc(C)cc2)c1N	4	1	0	-3	1	0	9
Cc1c(Cl)cccc1NC(=S)N(Cc1cccs1)C1CCCC1	3	-4	·	-7	·	·	·
CCC(=O)Nc1ccc(/C=C(\C(C)=O)C(=O)c2ccccc2)cc1	11	8	30	1	·	·	-2
O=C(CN1C(=O)NC2(CCCCCCC2)C1=O)NCc1ccccc1Cl	-7	3	4	-4	0	12	11
COc1ccccc1CN1[C@@H]2c3cccc(=O)n3C[C@@H]2[C@@H](CO)[C@@H]1C(=O)NCCc1ccncc1	-5	-2	-4	-2	-2	·	28
O=C(NCc1ccc(N2CCCC2=O)cc1)c1cc(COc2c(F)cccc2F)on1	-2	4	0	-2	-1	4	-7
CCc1ccc(C(=O)NCc2cccs2)s1	·	·	32	-5	-6	2	9
C[C@@H]1CN([C@@H](C)CO)C(=O)c2cc(NS(C)(=O)=O)ccc2O[C@@H]1CN(C)S(C)(=O)=O	-11	1	2	-4	0	-2[16.7 µM]	30
COc1ccc(NC(=O)N2CCCC2C(=O)NCC2CCCCC2)cc1 (stereo not drawn)	-3	2	-8	·	0	·	-3
Cc1cc(=O)oc2cc(NC(=O)c3cc(F)ccc3F)ccc12	-4	6	53*	0	-1	4	-66
Cc1nn(C(C)C)c(C)c1CN1CCCC(C(=O)c2cccc(OC(C)C)c2)C1 (stereo not drawn)	-6	4	·	0	·	·	·
CCC(=O)Nc1ccc2c(c1)OC[C@@H](C)N(C(=O)C1CC1)C[C@@H](C)[C@@H](OC)CN(C)C2=O	8	3	-1	16	3	-2[16.7 µM]	-3
CCN(CC)CCN1C(=O)C(=O)/C(=C(/O)c2c(C)[nH]c(C(=O)OC)c2C)C1c1cccs1 (stereo not drawn)	·	·	-2	-5	-3	-41	3
C[C@H]1CN([C@@H](C)CO)C(=O)Cc2cc(NC(=O)c3ccncc3)ccc2O[C@H]1CN(C)Cc1ccc(-c2ccccc2)cc1	4	0	-2	8	-2	-8[16.7 µM]	-81
C=CCC(C#Cc1ccccc1)[N+](C)(C)CC=C (stereo not drawn)	·	·	4	4	1	0	-1

3 entries already listed, arranged by the number in ARNT-TACC3 inh, smallest number first.
molecule,ARNT-TACC3 inh
CCc1ccc(C(=O)NCc2cccs2)s1,-5
O=C(NCc1ccc(N2CCCC2=O)cc1)c1cc(COc2c(F)cccc2F)on1,-2
CCC(=O)Nc1ccc(/C=C(\C(C)=O)C(=O)c2ccccc2)cc1,1

Quoted at random: 2 records from the list
SMILES	SIRT5 inh	ERp5 block	esBAF inh	ARNT-TACC3 inh	Cneo AK release	miR122 inh	Statin myotox sup
C[C@H]1CN([C@@H](C)CO)C(=O)Cc2cc(NC(=O)c3ccncc3)ccc2O[C@H]1CN(C)Cc1ccc(-c2ccccc2)cc1	4	0	-2	8	-2	-8[16.7 µM]	-81
C=CCN1CC(C)/C(=N\O)CC1C (stereo not drawn)	-3	-2	1	-7	·	·	3

Looked up above.
In SIRT5 inh, Cc1c(Cl)cccc1NC(=S)N(Cc1cccs1)C1CCCC1 shows 3
In ARNT-TACC3 inh, C=CCC(C#Cc1ccccc1)[N+](C)(C)CC=C (stereo not drawn) shows 4
In esBAF inh, O=C(C[C@H]1CC[C@@H](NS(=O)(=O)c2ccc(F)cc2)[C@H](CO)O1)NCCN1CCCCC1 shows -4

Other records
SMILES	SIRT5 inh	ERp5 block	esBAF inh	ARNT-TACC3 inh	Cneo AK release	miR122 inh	Statin myotox sup
Cc1c(C(=O)NCc2ccccc2F)oc2ccccc12	0	-12	9	-1	-11	-3	23
C=CCn1c(SCC(=O)N(CCOC)c2c(N)n(CCCC)c(=O)[nH]c2=O)nnc1-c1ccc(Cl)cc1	-4	-9	1	0	0	0	1
CC1CN(CC(=O)c2c(N)n(Cc3ccccc3)c(=O)n(C)c2=O)CC(C)O1 (stereo not drawn)	·	·	-4	-9	-1	-4	-13
c1ccc(Cn2c(-c3ccccc3)c[n+]3c2SCCC3)cc1	0	4	·	0	0	1	·
CCCC#Cc1cnc2c(c1)C(=O)N([C@@H](C)CO)C[C@H](C)[C@@H](CN(C)CCC)O2	-1	1	-5	8	0	-2[16.7 µM]	25
COC(=O)c1cccc(NS(C)(=O)=O)c1	-2	0	-1	-4	·	·	4
O=C(c1ccccc1F)N1C[C@@H]2[C@H](c3ccccc31)[C@@H](CO)N2C(=O)c1ccncc1	1	-10	0	-1	1	13[16.7 µM]	-3
CC(=O)NC(CCS(C)(=O)=O)C(=O)Nc1cc(C)ccc1C (stereo not drawn)	-4	3	-2	-5	1	-3	-2
O=C1C2CC=CCC2C(=O)N1n1cnnc1 (stereo not drawn)	1	5	-3	-4	0	-12	1
O=C(NNC(=O)c1cnccc1C(F)(F)F)c1cccc(Cl)c1	-35	0	2	-5	0	2	3
CC(=O)N1CCOc2ccc(S(=O)(=O)NCC3CCC(C(=O)NCCC(C)C)CC3)cc21 (stereo not drawn)	0	6	-3	10	-16	·	0
C[C@@H]1CN([C@H](C)CO)C(=O)c2cc(-c3cccc(F)c3)cnc2O[C@H]1CN(C)S(C)(=O)=O	2	-7	1	-10	-6	-2[16.7 µM]	·
COc1cc(S(=O)(=O)N2CCN(C(=O)c3ccco3)CC2)ccc1Cl	2	2	1	-8	2	·	10
O=C(CCN1C(=O)c2ccccc2C1=O)Nc1cccnc1	·	·	3	31	1	3	14
Cc1cc(-c2ccccc2N)n[nH]1	·	·	8	3	-1	0	15
O=C([C@@H]1[C@@H](CO)[C@@H]2Cn3c(cccc3=O)[C@H]1N2CC1CCCC1)N1CCc2ccccc2C1	4	0	1	-1	-6	-15[16.7 µM]	-50
COc1ccc(Nc2nc(NN)nc(Nc3ccc(OC)cc3)n2)cc1	-1	1	-4	6	-1	-3	20
COc1ccc(CNCCCn2cnc3c(SC)ncnc32)cc1	-3	-14	-6	·	0	-2	13
O=C(O)C(Cc1c[nH]c2ccccc12)NS(=O)(=O)c1ccccc1 (stereo not drawn)	·	·	-7	0	·	-2	-1
COc1cccc(-n2c(=O)[nH]cc(C(=O)Nc3ccc(NC(C)=O)cc3)c2=O)c1	1	-2	0	-2	-1	-4	0
O=C(/C=C/c1ccc(-c2ccccc2[N+](=O)[O-])o1)c1ccc(Br)cc1	·	·	-10	12	·	87	-30
O=C(Nc1nc2c(s1)COc1ccccc1-2)c1cccs1	3	-1	-3	0	1	-2	-8
O=C(OCC#CCSc1nc2ccccc2s1)c1ccco1	·	·	32	2	3	3	-3
Cc1cc2c3c(c1C)C1(C(=O)N3C(C)(C)CC2C)C(C#N)=C(N)OC2=C1C(=O)CC(C)(C)C2 (stereo not drawn)	·	·	-3	0	-1	8	7
CC(NC(=O)c1ccc(CS(=O)(=O)c2ccc(Cl)cc2)o1)c1ccc2c(c1)OCCO2 (stereo not drawn)	-1	-4	-2	6	4	0	14

Structures above marked active in esBAF inh.
canonical_smiles,SIRT5 inh,ERp5 block,esBAF inh,ARNT-TACC3 inh,miR122 inh
Cc1cc(=O)oc2cc(NC(=O)c3cc(F)ccc3F)ccc12,-4,6,53*,0,4

Further compounds follow:
SMILES	SIRT5 inh	ERp5 block	esBAF inh	ARNT-TACC3 inh	Cneo AK release	miR122 inh	Statin myotox sup
O=C(C[C@@H]1C[C@H]2c3cc(NC(=O)Cc4ccncc4)ccc3O[C@H]2[C@H](CO)O1)NCCN1CCCCC1	-2	2	-7	3	71	-8[16.7 µM]	3
NC(=O)c1cc[n+](Cc2ccccc2Cl)cc1	2	-1	-6	5	-2	·	0
O=C(O)c1c(C(=O)N2N=C3/C(=C/c4ccccc4)CCCC3C2c2ccccc2)cccc1[N+](=O)[O-] (stereo not drawn)	5	0	·	2	·	·	·
Cc1cccc(N(C(=O)C(F)(F)F)C(C(=O)NC2CCCCC2)c2cccs2)c1 (stereo not drawn)	·	·	23	-11	2	1	-16
C[C@H](CO)N1C[C@H](C)[C@@H](CN(C)S(=O)(=O)c2ccc(Cl)cc2)Oc2c(NC(=O)Nc3ccc(F)cc3)cccc2C1=O	4	-3	0	-2	-1	-2[16.7 µM]	0
Cc1noc(C)c1S(=O)(=O)N(C)C[C@@H]1OCCCC[C@H](C)Oc2ccc(N(C)C)cc2C(=O)N([C@H](C)CO)C[C@H]1C	-2	1	17	35	0	-13[16.7 µM]	-29
C[C@H](CO)N1C[C@H](C)[C@H](CN(C)Cc2ccccc2C(=O)O)Oc2ncc(C3=CCCC3)cc2C1=O	8	-3	-3	-2	0	-16[16.7 µM]	-7
Cc1ccc(SCc2cc(=O)[nH]c(N3CCOCC3)n2)cc1	·	·	-2	-4	-4	·	-10
O=C(NCc1ccccc1Cl)c1cccc(NC2=NC3CS(=O)(=O)CC3S2)c1 (stereo not drawn)	-8	5	-6	-11	-1	1	-3
C[C@H]1CN([C@@H](C)CO)S(=O)(=O)c2ccc(C#CC(C)(C)O)cc2O[C@@H]1CN(C)C	-3	-1	1	-5	-12	3[16.7 µM]	4
COc1ccccc1-c1cn(CC[C@H]2CC[C@H](NC(=O)C3CCOCC3)[C@H](CO)O2)nn1	4	-2	0	-31	-1	-13[16.7 µM]	-6

Compound activity deposited in PubChem BioAssay by Broad Institute.
